# TSHR antagonist = blocks TSH signaling through the human TSH receptor | P16473 | TSHR-expressing cells, TSH-stimulated cAMP HTRF, 2 h; hits give low values | 330,000 tested, 0.2% active | activity change, negative = inhibition, % at 11.5 µM;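 active = activity change below a set negative limit, meaning inhibition stronger than a set level, cut at about -70% in these data; inconclusive = activity change between two set negative limits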; note: % is set by controls: 0 for no effect and ±100 for the full control effect
#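 TSHR-expressing cells, 200/well, pre-treated with compound, then stimulated with EC80 TSH (4nM final) for 2 hours at 37 deg C. cAMP measured by competitive HTRF: anti-cAMP cryptate antibody in lysis buffer plus cAMP-d2, read after 30 minutes at room temperature.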
# B2AR arrestin = recruits beta-arrestin to the human beta2-adrenergic receptor. 330,000 tested, 0.02% active. beta-arrestin recruitment to beta2AR, cell-based reporter. AID 492947. Potency, µM (series often up to 46.1 µM), for the others: at the highest dose activation, most hits filed as activators;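 note: potency is the fitted concentration of half-maximal effect; 0% = DMSO controls and full agonism = EC100 isoproterenol or metaproterenol; nearly all actives have a fitted effect of over 65% in size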
# Mito fusion act = mitochondrial division inhibition or fusion activation; S. cerevisiae fusion-defective mutant growth rescue, CellTiterGlo 48 h; Potency, µM (top dose mostly 46.1 µM), without a hit: at the top dose growth rescue (activation), hits mostly activators; 320,000 tested, 0.23% active; AID 485298;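 note: potency is the fitted concentration of half-maximal effect; % of control where 0% means no effect; nearly all actives have a fitted effect of over 45% in size; temperature-sensitive fusion mutants such as fzo1-1 at 37 °C on non-fermentable ethanol glycerol medium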
#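 Luminescent cell viability in 1536-well qHTS format served as the measure of rescued growth in ts fusion-mutant S. cerevisiae cultured on non-fermentable YPEG for 48 hours at 37C.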
# ELG1 DNA repair = blocks ELG1-dependent DNA repair in HEK293T cells; HEK293T ELG1-luciferase reporter, luminescence, 16 h; DNA damage induced by 5-fluorouridine; Potency, µM (series often up to 46.1 µM), without a hit: at the highest dose activity change, negative = inhibition, usual class: inhibitors; 330,000 tested, 2.3% active; AID 504467; note: potency is the fitted concentration of half-maximal effect; % is set by controls: 0 for no effect and ±100 for the full control effect; nearly all actives have a fitted effect of over 55% in size
#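 Step one: seed 2,000 cells per well. Step two: pin-transfer compound or DMSO alongside 5-fluorouridine. Step three: incubate 16 hr, 37 °C, 5% CO2. Step four: add ONE-Glo, wait 30 min, read luminescence.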
# uPA generation = cell surface uPA generation inhibition. cell surface uPA generation assay, qHTS. Potency, µM (top dose mostly 38.3 µM), for inactives: at the highest dose activity change, negative = inhibition, actives largely listed as inhibitors. 330,000 tested, 0.31% active; active = well fitted inhibition curve with a large enough effect; inconclusive = small, poorly fitted or top-dose-only effect; inactive = no such curve, though single readings can be large or run the other way; tested in mouse RAW 264.7 cells; note: potency is the fitted concentration of half-maximal effect; % is set by controls: 0 for no effect and ±100 for the full control effect; nearly all actives have a fitted effect of over 55% in size
# USP2a block = blocks human ubiquitin-specific protease USP2a; O75604; USP2 core, Ub-CHOP2 coupled fluorogenic reporter, 485/531; Potency, µM (doses to about 38.3 µM), for inactives: at the top dose activity change, negative = inhibition, most hits filed as inhibitors; 330,000 tested, 0.01% active;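 note: potency is the fitted concentration of half-maximal effect; plate controls were DMSO wells for no effect and full inhibition by NEM control for full effect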
# Target sequence (O75604 whole entry, looked up): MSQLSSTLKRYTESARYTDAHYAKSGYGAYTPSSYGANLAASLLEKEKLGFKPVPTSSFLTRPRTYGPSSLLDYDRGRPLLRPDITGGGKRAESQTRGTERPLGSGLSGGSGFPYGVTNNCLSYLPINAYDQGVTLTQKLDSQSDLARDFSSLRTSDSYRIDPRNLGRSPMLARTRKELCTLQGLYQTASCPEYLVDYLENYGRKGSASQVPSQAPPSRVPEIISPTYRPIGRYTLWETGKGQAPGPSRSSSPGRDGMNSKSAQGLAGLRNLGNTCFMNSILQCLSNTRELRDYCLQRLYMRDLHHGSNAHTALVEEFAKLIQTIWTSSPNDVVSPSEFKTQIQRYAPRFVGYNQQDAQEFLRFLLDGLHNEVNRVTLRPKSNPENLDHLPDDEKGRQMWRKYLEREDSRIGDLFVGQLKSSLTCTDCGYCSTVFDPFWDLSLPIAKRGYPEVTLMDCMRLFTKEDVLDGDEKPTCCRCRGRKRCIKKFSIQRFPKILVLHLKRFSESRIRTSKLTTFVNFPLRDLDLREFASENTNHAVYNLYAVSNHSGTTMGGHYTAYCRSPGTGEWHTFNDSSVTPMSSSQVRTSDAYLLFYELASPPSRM
#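 USP2 core (10nM final) preincubated 30min RT with compound in 20mM Tris-HCl pH 8.0, 2mM CaCl2, 2mM beta-mercaptoethanol, 0.05% CHAPS; 25nM Ub-CHOP2 plus 25nM reporter substrate added, fluorescence (Ex485/Em531) read after 60min.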
# TSG101-PTAP inh = blocks PTAP/TSG101 interaction to inhibit HIV-1 budding; Q99816; Fluorescence polarization, FITC-PTAP peptide / Tsg101 binding; Potency, µM (doses to about 115 µM), without a hit: at the top dose activity change, negative = inhibition, most hits filed as inhibitors; 340,000 tested, under 10 active; AID 493005; active = well fitted inhibition curve with a large enough effect in the main read-out, with a control signal flat, not every such curve was filed as active; inconclusive = small, poorly fitted or top-dose-only effect, or effect the other way, or a change in a side signal; inactive = no such curve, though single readings can be large or run the other way; note: potency is the fitted concentration of half-maximal effect; % of control where 0% means no effect
# Target sequence (Q99816 whole entry, looked up): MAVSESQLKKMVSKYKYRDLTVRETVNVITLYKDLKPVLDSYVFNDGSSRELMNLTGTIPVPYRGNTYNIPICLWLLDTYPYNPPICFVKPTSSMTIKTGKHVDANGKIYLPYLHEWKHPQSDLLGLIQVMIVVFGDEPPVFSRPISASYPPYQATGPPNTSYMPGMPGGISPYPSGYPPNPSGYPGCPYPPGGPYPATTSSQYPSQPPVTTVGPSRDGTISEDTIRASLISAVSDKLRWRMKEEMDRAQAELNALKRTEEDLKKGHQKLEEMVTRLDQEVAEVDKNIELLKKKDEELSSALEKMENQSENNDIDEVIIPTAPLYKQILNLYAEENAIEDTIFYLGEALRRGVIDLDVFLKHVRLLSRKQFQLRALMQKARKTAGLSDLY
#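 Steps: Tsg101 binding domain dispensed (10 uM final), compounds pinned in DMSO, FITC-labeled PTAP-motif peptide added (50 nM final); after 20 min binding at room temperature, polarization measured.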
# Eya2 phos inh = Eya2 (human) phosphatase inhibition. 330,000 tested, 0.006% active. recombinant Eya2, OMFP fluorescence dephosphorylation (OMFP is methylfluorescein phosphate). Potency, µM (titrated, usually from 76.9 µM), for inactives: at the top dose activity, negative = inhibition, hits mostly inhibitors. AID 488837. O00167; note: potency is the fitted concentration of half-maximal effect; % is set by controls: 0 for no effect and ±100 for the full control effect
#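 Eya2 (0.2 uM) preincubated 10 min at ambient with compound, then OMFP substrate added at 50 uM; 10 min reaction in 50 mM HEPES pH 7.5, 50 mM NaCl, 5 uM MgCl2, 0.05% BSA, 1 mM DTT. Fluorescence read at Ex 485/Em 525 nm.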
# Tb PFK block = T. brucei PFK enzyme inhibition | O15648 | T. brucei PFK, ADP-Glo luminescence | Potency, µM (series often up to 57.5 µM), inactives show top-dose activity, negative = inhibition, usual class: inhibitors | 330,000 tested, 0.17% active;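 note: potency is the fitted concentration of half-maximal effect; 0% = uninhibited 1x PFK enzyme wells and -100% = no-enzyme wells; nearly all actives have a fitted effect of over 60% in size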
#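 Compounds were pin-transferred as a titration series up to 57 uM into substrate buffer (0.5 mM F6P, 0.1 mM ATP, pH 8.0), then 1.25 nM PFK was added and reactions ran 45 min before ADP-Glo detection.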
# TCR activator = activators of T cell receptors | primary human leukocytes, anti-CD3, IL-2 HTRF, 48 h | Potency, µM (titrated, usually from 9.22 µM), inactives show top-dose activation of IL-2 secretion, actives largely listed as activators | 330,000 tested, under 10 active; note: % of control where 0% means no effect
#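 Primary human leukocytes incubated 48 hr with anti-CD3 beads plus compound, without co-stimulation. Secreted IL-2 measured by HTRF (europium cryptate/d2 anti-IL-2 pair, 320 nm excitation, 665 nm emission).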
# BCR signal inh = inhibitors of chronic active B-cell receptor signaling | 340,000 tested, 0.05% active | ABC-DLBCL IkBa-CBG/CBR reporter, luminescence ratio, 4 h | Potency, µM (titrated, usually from 46.1 µM), inactives show top-dose ratio change, negative = lower green/red ratio, actives largely listed as inhibitors; active = well fitted inhibition curve with a large enough effect in the signal ratio, with a control signal flat, not every such curve was filed as active; inconclusive = small, poorly fitted or top-dose-only effect, or effect the other way, or a change in a side signal; the % refers to the signal ratio;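 note: potency is the fitted concentration of half-maximal effect; plate controls were basal doxycycline-induced cells for no effect and cells given 10 µM MG132 for full effect; MG132 reads +100%, hits lower the ratio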
#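 TMD8 human ABC-DLBCL cells with doxycycline-inducible IκBα–green luciferase fusion and unfused red luciferase, in 0.5% FBS medium; compounds up to 46 uM, 4 h at 37C. Green/red luminescence ratio, filter-overlap corrected, fitted to concentration-response curves.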
# Numbers without * were called inactive; u = inconclusive; x = no result given; [ ] = dose if it differs, or a comment. Unless noted, calls come from the whole dose curve; as a rule, active = well fitted curve in the direction sought with a large enough effect; inconclusive = small, poorly fitted or top-dose-only effect, or another doubt; inactive = no such curve, though single readings can be large; an effect the other way counts as inactive or inconclusive.
item	SMILES	TSHR antagonist	B2AR arrestin	Mito fusion act	ELG1 DNA repair	uPA generation	USP2a block	TSG101-PTAP inh	Eya2 phos inh	Tb PFK block	TCR activator	BCR signal inh
1	O=c1[nH]c(=S)[nH]nc1Cc1ccc(Cl)c(Cl)c1	-18	-1.8%	2%	-3%	-2%	1%	-9%	7%	-18%	2%	-1%
2	COc1ccc(Cl)cc1C(=O)Nn1cnc2ccccc2c1=O	9	-0.4%	7%	-1%	4%	1%	-6%	0%	0%	-18%	-5%
3	CC(C)(C)NC(=O)C[C@H]1C[C@H](C(=O)N2CCOCC2)[C@@]2(C)c3[nH]c4cc(-c5ccco5)ccc4c3CCN2C1=O	-5	0.9%	x	-6%	4%	-5%	-2%	-1%	6%	-1%[46.1 µM]	0%
4	COC(=O)C1=C(c2ccc(OC)cc2)OC(=O)C1(C)C	-8	-1.4%	1%	-10%	-4%	1%	-2%	-3%	-2%	0%	-6%
5	CSc1nc2nc(-c3ccccc3)cc(C(F)(F)F)n2n1	13	0.0%	1%	-22%	0%	1%	-2%	-24%	-6%	-17%	27%
6	COc1ccc(C)cc1NC(=O)C1CCCN(S(=O)(=O)c2ccc3c(c2)CCCN3C(C)=O)C1 (configuration not stated)	-8	0.5%	7%	-6%	6%	-1%	1%	1%	2%	6%	-2%
7	COC(=O)c1cc(COc2ccc3oc(C)c(C(=O)OC)c3c2)c(C)o1	-17	0.1%	3%	u	u	-4%	-3%	7%	0%	0%	u
8	CC(OC(=O)c1cccc(S(=O)(=O)N2CCCC2)c1)C(=O)c1ccccc1 (configuration not stated)	3	0.5%	-2%	2%	1%	4%	-12%	7%	-11%	-8%	-1%
9	CCCCC(=O)Nc1cccc(-c2cn3ccccc3n2)c1	2	-0.2%	-3%	u	-3%	0%	-8%	-1%	-3%	2%	u
10	CCC(=O)Nc1ccc(C(=O)Nc2ccc3c(c2)C(=O)N(CC2CCCO2)C3=O)cc1 (configuration not stated)	-16	-0.2%	-5%	-6%	-1%	4%	-2%	-26%	22%	-1%	5%
11	Cc1ccc(C#N)c(SCc2ccccc2F)n1	2	0.0%	5%	u	4%	-3%	1%	18%	-8%	-3%	u
12	COc1ccc(C(=O)NCc2nnc(SCC(=O)Nc3ccc4c(c3)OCO4)o2)cc1	0	0.1%	9%	6%	-15%	0%	-1%	0%	8%	0%	-1%
13	CCc1ccc(S(=O)(=O)Nc2ccc(O)c3c(=O)cc(-c4ccccc4Cl)oc23)cc1	-15	-0.2%	-50%[inhibitor]	-4%	-8%	2%	-3%	-14%	0%	-1%	1%
14	Cc1cc2c(C)ccc(C)c2nc1SCC(=O)c1cccs1	-12	2.2%	20%	15%	0%	2%	6%	-20%	-7%	8%	3%
15	CN(Cc1ccccc1)S(=O)(=O)c1ccc(Cl)c(C(=O)NCCc2ccccn2)c1	13	0.0%	2%	u	4%	-3%	2%	1%	2%	-8%	-1%

# 2 compounds picked at random from the list so far, as already listed:
item	SMILES	TSHR antagonist	B2AR arrestin	Mito fusion act	ELG1 DNA repair	uPA generation	USP2a block	TSG101-PTAP inh	Eya2 phos inh	Tb PFK block	TCR activator	BCR signal inh
9	CCCCC(=O)Nc1cccc(-c2cn3ccccc3n2)c1	2	-0.2%	-3%	u	-3%	0%	-8%	-1%	-3%	2%	u
4	COC(=O)C1=C(c2ccc(OC)cc2)OC(=O)C1(C)C	-8	-1.4%	1%	-10%	-4%	1%	-2%	-3%	-2%	0%	-6%

# The results go on.
item	SMILES	TSHR antagonist	B2AR arrestin	Mito fusion act	ELG1 DNA repair	uPA generation	USP2a block	TSG101-PTAP inh	Eya2 phos inh	Tb PFK block	TCR activator	BCR signal inh
16	COc1ccc(CCN(C)C2CCCN(C(=O)c3sccc3C)C2)cc1OC (configuration not stated)	1	0.0%	1%	-1%	-6%	0%	0%	4%	1%	x	-3%
17	N#CCCN1CCCc2cc(N=Nc3ccc(C(F)(F)F)cc3)ccc21	-29	-0.3%	-7%	u	3%	-9%	-3%	-25%	0%	-3%	u
18	C/C=C(\C)C(=O)NCCN1C2=NC[C@@H](C)N2C[C@@H]1Cc1ccc(OC)cc1	-3	-0.2%	-2%	15%	8%	-1%	-3%	12%	-2%	-2%	-2%
19	OCCN(Cc1nc(-c2ccc3c(c2)OCO3)no1)Cc1cccs1	11	0.2%	-26%	-5%	10%	-1%	1%	-5%	-1%	-2%	u
20	O=C(CC(C(=O)O)c1ccc(Cl)cc1)c1ccc(Cl)c(Cl)c1 (configuration not stated)	-10	-1.2%	-3%	-1%	3%	4%	-6%	-4%	5%	-5%	2%
21	COc1ccc(S(=O)(=O)N2CCOC2CNC(=O)C(=O)NCc2ccncc2)cc1OC (configuration not stated)	-6	-0.5%	0%	-8%	-26%	1%	x	-3%	1%	0%	u
22	Cc1cc(N/C(=N\S(=O)(=O)c2ccc(Cl)cc2)c2ccc(F)cc2)no1	-6	0.8%	17%	0%	-3%	1%	-7%	13%	-1%	3%	2%
23	COCCNC(=O)C1c2ccccc2C(=O)N(CCOC)C1c1ccc(F)cc1 (configuration not stated)	1	-0.1%	1%	3%	2%	-3%	-8%	15%	-5%	x	7%
24	Nc1c(/C=C2\C=Nc3ccccc32)c(=O)nc2sc(CC(=O)N3CCOCC3)nn12	10	-0.3%	1%	14%	3%	-1%	1%	-2%	20%	-14%	3%
25	COc1ccccc1OCc1nnc(SCC(=O)N2CCCCC2)n1-c1ccccc1	-7	-0.1%	0%	18%	3%	-2%	-3%	11%	3%	x	1%
26	CCOc1ccc(NC(=O)c2ccc3c(c2)OCCO3)cc1S(=O)(=O)N(CC)CC	-5	0.3%	12%	-19%	-8%	3%	-2%	-2%	0%	-10%	u
27	O=C(O)C1CC=CCC1C(=O)Nc1cc(Cl)ccc1Cl (configuration not stated)	21	-0.2%	3%	4%	5%	0%	-2%	-6%	-5%	-5%[46.1 µM]	19%
28	CCOC(=O)C(/C(C)=N/NC(=O)C1CC1c1ccccc1)C(C)C (configuration not stated)	5	-0.8%	4%	-8%	6%	-3%	-1%	-4%	2%	1%	-6%
29	CCCCOc1ccc(-c2ncc(C(=O)OCC)c(N)n2)cc1	-20	-0.1%	22%	28%	x	0%	-3%	10%	-1%	3%	25%
30	CCOC(=O)CNC(=O)CSc1nnc(NC(=O)c2ccccc2Cl)s1	0	-0.2%	4%	u	-7%	-1%	-3%	0%	-3%	4%	5%
31	CC(Oc1ccc2c(-c3ccccc3)cc(=O)oc2c1)C(=O)O (configuration not stated)	-10	-0.2%	2%	0%	-2%	1%	-9%	-4%	7%	9%	u
32	COc1ccc(CCN(C)CCC(=O)Nc2cc(C)ccc2C)cc1OC	21	0.2%	3%	u	-7%	0%	-1%	14%	-3%	-5%	u
33	O=C(CCN1C(=O)C2C3CCC(C3)C2C1=O)OCC(=O)c1ccc(Cl)cc1 (configuration not stated)	2	-0.2%	-4%	7%	11%	4%	-6%	-2%	3%	1%	0%
34	O=C(c1cc(-c2cccc(O)c2)on1)N1CCN(C(c2ccccc2)c2ccccc2)CC1	9	0.1%	2%	-6%	-24%	1%	-3%	-31%	-10%	6%	11%
35	C[C@H](O)[C@@H](C(=O)N1CCN(C(=O)OC(C)(C)C)CC1)n1cc(CCCCNC(=O)OC(C)(C)C)nn1	-7	-0.7%	0%	-6%	3%	-1%	-2%	-6%	-1%	3%	-1%

# Single entries from the entries so far:
# In Mito fusion act, COc1ccc(CCN(C)CCC(=O)Nc2cc(C)ccc2C)cc1OC has 3%
# In TSG101-PTAP inh, O=C(CCN1C(=O)C2C3CCC(C3)C2C1=O)OCC(=O)c1ccc(Cl)cc1 (configuration not stated) has -6%
# In TSG101-PTAP inh, CC(Oc1ccc2c(-c3ccccc3)cc(=O)oc2c1)C(=O)O (configuration not stated) has -9%
# In TSHR antagonist, O=C(c1cc(-c2cccc(O)c2)on1)N1CCN(C(c2ccccc2)c2ccccc2)CC1 has 9
# In BCR signal inh, C[C@H](O)[C@@H](C(=O)N1CCN(C(=O)OC(C)(C)C)CC1)n1cc(CCCCNC(=O)OC(C)(C)C)nn1 has -1%

# Screening data: PubChem BioAssay, National Center for Advancing Translational Sciences (NCATS)
